D2 antagonist = antagonists of human D2 dopamine receptor | P14416 | HEK293 TREx D2 cells, calcium flux, dopamine EC80 | inhibition, % at 10 µM | 340,000 compounds, 2% hits | AID 485344; in the data active = inhibition above about 30%; note: 0% is about no effect
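Calcium mobilization kinetics were recorded at 1 s intervals in tetracycline-induced HEK293 T-REx D2 cells, first for 180 s after compound addition and then 180 s after EC80 dopamine.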
GRP78 ERSR act = ER stress response induction in glioma; U87-MG GRP78 promoter luciferase reporter, 16 h; Potency, µM, inactives show at the top dose activation, actives largely listed as activators; 420,000 compounds, 0.02% hits; AID 602332; note: potency is the fitted concentration of half-maximal effect; series mostly up to about 76 µM; % of control where 0% means no effect; nearly all actives have a fitted effect of over 35% in size
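ERSR induction read as luciferase luminescence (Bright-Glo, 10 min at room temperature) in stably transfected human U87-MG glioma cells exposed to compounds for 16 h, using GRP78 as sensor.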
12-LOX inh = blocks human arachidonate 12S-lipoxygenase | P18054 | purified 12hLO, xylenol orange hydroperoxide absorbance | Potency, µM (titrated, usually from 108 µM), without a hit: at the top dose activity change, negative = inhibition, hits mostly inhibitors | 580,000 compounds, 1.1% hits | AID 1671190; note: potency is the fitted concentration of half-maximal effect; % is set by controls: 0 for no effect and ±100 for the full control effect
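Purified human 12hLO (150 nM final) in 25 mM Hepes, 0.01% Triton X-100, pH 7.0 was preincubated 15 min at room temperature with compound. Then 40 uM arachidonic acid was added, 30 min. Hydroperoxide was read by Fe-XO absorbance ratio 573/405 nm.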
D2 agonist = agonists of human D2 dopamine receptor. P14416. HEK293 T-REx D2 cells, calcium flux agonist mode. activation, % at 2 µM. 340,000 compounds, 0.53% hits;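 active = activation over 3 SD above normal in the single-dose calcium agonist read, cut at about 30% in these data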; note: 0% is about no effect
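Calcium-flux readout, 1 cycle/sec over 180 s following compound pin transfer, in inducible HEK293 Trex D2 cells (force-coupled); dopamine controls included. Positive calcium responses during this window marked compounds as potential agonists.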
ERG-DNA inh = ERG Ets/DNA interaction inhibition; Potency, µM (doses to about 76.9 µM), for inactives: at the highest dose FP activity, negative = inhibition, most hits filed as inhibitors; fluorescence polarization, His-ERG Ets domain / labelled DNA; 370,000 compounds, 0.028% hits; P11308; active = well fitted inhibition curve with a large enough effect in the polarisation, with a control signal flat; inconclusive = small, poorly fitted or top-dose-only effect, or effect the other way, or a change in a side signal; inactive = no such curve, though single readings can be large or run the other way; the % refers to the polarisation;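 note: polarization taken with two DNA probes labelled with fluorescein and Texas red; potency is the fitted concentration of half-maximal effect; % of control where 0% means no effect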
Target sequence (P11308 whole entry, looked up, the tested form may be a part): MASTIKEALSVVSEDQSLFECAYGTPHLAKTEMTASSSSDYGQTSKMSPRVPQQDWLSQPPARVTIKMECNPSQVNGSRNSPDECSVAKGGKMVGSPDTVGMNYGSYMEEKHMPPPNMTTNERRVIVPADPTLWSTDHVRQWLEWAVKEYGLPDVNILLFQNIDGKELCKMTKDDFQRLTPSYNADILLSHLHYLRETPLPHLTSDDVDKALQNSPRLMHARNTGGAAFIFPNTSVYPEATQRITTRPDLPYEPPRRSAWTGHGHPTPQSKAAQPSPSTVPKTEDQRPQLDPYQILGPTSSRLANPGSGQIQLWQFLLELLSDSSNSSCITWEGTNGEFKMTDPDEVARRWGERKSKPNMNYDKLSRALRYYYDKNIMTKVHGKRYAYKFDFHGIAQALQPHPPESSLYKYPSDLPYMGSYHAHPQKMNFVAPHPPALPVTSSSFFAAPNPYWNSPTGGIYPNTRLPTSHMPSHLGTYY
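His-tagged ERG Ets domain (1 uM in the protein solution; 300mM KCl, 50mM Tris-HCl, 1mM EDTA, 1mM DTT, pH 7.5) received compound, then a probe mix of 5 nM fluorescein-DNA and 100nM Texas-615-DNA. Fluorescence polarization was read for both dyes.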
LDHA inh = LDHA (human) enzyme inhibition; P00338; purified LDHA, NADH/diaphorase-resazurin fluorescence; stronger effect = lower value; activity change, % (values are at about 110 or 230 µM); 480,000 compounds, 0.15% hits; AID 1347041; in the data active = activity change below about -30%; inconclusive = mostly about -25% to -30%;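 note: plate controls were DMSO wells for no effect and wells without enzyme for full effect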
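Resorufin fluorescence (ex540/em590), read at 0 and 20 min after diaphorase/resazurin addition, reports the NADH left after a 5 min room-temperature reaction of 2 nM human LDH5 with 0.06 mM NADH and 0.2 mM pyruvate.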
Vif-A3F inh = inhibitors of Vif-A3F interaction | HeLa A3F-eYFP + Vif (tagged APOBEC3F with the HIV-1 protein that degrades it), YFP fluorescence increase | Potency, µM (top dose mostly 46.1 µM), inactives show at the top dose activity, negative = active | 390,000 compounds, 0.2% hits; note: potency is the fitted concentration of half-maximal effect; % of control where 0% means no effect; nearly all actives have a fitted effect of over 65% in size
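Fluorescence increase (Ex 488/Em 500-530) after overnight compound treatment at 37 deg C flags inhibition of Vif-driven A3F-eYFP loss in stable HeLa A3F-eYFP/Vif cells seeded overnight beforehand.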
Vif-A3G inh = Vif-A3G binding inhibition; AID 602310; 410,000 compounds, 0.076% hits; Q9HC16; HeLa A3G-eYFP + Vif (tagged APOBEC3G with the HIV-1 protein that degrades it), YFP fluorescence, overnight; Potency, µM (doses to about 46.1 µM), inactives show top-dose activity, negative = active, actives largely listed as inhibitors;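 note: potency is the fitted concentration of half-maximal effect; % is set by controls: 0 for no effect and ±100 for the full control effect; nearly all actives have a fitted effect of over 60% in size; hits raise eYFP signal because A3G escapes Vif-driven loss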
Target sequence (Q9HC16 whole entry, looked up): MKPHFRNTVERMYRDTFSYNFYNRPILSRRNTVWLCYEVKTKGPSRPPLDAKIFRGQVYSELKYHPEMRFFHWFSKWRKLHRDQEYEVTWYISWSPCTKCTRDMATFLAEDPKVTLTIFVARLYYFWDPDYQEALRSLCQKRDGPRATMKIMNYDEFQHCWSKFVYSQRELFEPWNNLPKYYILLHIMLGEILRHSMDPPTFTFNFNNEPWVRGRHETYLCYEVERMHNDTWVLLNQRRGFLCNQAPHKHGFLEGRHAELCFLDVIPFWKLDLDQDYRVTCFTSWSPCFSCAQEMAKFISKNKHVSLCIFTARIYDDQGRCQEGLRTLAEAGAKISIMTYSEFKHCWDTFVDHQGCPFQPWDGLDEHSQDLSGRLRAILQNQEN
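HeLa cells stably expressing Vif and C-terminally eYFP-tagged A3G, seeded overnight at 37 deg C, then exposed to compound by pintool overnight at 37 deg C. Rise in yellow fluorescence (Ex 488/Em 500-530, Acumen) marks blocked Vif-driven A3G degradation.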
RGS4 inh = blocks human RGS4-accelerated GTP hydrolysis; Transcreener GDP fluorescence polarization, RGS4-accelerated GTP hydrolysis; AID 504845; P49798; 390,000 compounds, 0.039% hits; Potency, µM (top dose mostly 114 µM), for inactives: top-dose activity change, negative = inhibition, actives largely listed as inhibitors; note: potency is the fitted concentration of half-maximal effect; % is set by controls: 0 for no effect and ±100 for the full control effect; nearly all actives have a fitted effect of over 75% in size; some results filed as inactive show a strong effect at the top dose
Target sequence (P49798 whole entry, looked up): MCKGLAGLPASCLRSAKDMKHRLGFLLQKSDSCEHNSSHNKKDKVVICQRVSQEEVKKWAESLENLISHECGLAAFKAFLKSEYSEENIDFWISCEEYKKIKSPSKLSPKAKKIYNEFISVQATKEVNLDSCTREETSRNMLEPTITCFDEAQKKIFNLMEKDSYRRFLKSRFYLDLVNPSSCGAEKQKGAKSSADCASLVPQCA
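MLSMR compounds (23 nl, pin-transferred) preincubated 10 min at room temperature with a 500nM (2x) first reagent, then RGS4 at 900nM (2x) plus Transcreener GDP mix added; fluorescence polarization (620/688 nm) read before and after 90 min at 30 °C.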
The depositor's hits bear a star; ? = inconclusive; / = not tested or not shown; & = joins results of further samples; [ ] = remark or other dose. Unless noted, calls come from the whole dose curve; as a rule, active = well fitted curve in the direction sought with a large enough effect; inconclusive = small, poorly fitted or top-dose-only effect, or another doubt; inactive = no such curve, though single readings can be large; an effect the other way counts as inactive or inconclusive. This is a subset, so the mix of outcomes need not match the whole.

Results follow in this order: D2 antagonist	GRP78 ERSR act	12-LOX inh	D2 agonist	ERG-DNA inh	LDHA inh	Vif-A3F inh	Vif-A3G inh	RGS4 inh
1) Cc1ccc(NC(=O)c2nc[nH]c2C(=O)N(C)Cc2ccccc2)cc1
  29.0	3.7%	-8.1%	-1.0	-2.4%	-2.2	0.1%	1.8%	2.5%
2) Brc1cccc(C=Nc2cccc3ncccc23)c1
  /	-2.7%	0.0%	/	-2.9%	2.6	-1.3%	1.3%	-2.4%
3) COc1ccc(C(O)c2nc(-c3ccc(OC)nc3)cs2)cc1 (configuration not stated)
  /	3.1%	10.3%	/	/	-6.2	/	-0.2%	/
4) O=C(NCc1cccs1)c1ccc2ccccc2n1
  10.0	2.7%	1.5%&-3.6%	-0.3	-0.2%	?	1.5%	1.3%	23.3%
5) Cc1cc(NN)nc(NS(=O)(=O)c2ccccc2)n1
  12.0	-3.1%	?	0.8	-3.4%	-10.1	-6.3%	-4.0%	17.9%
6) CC(=O)c1ccc(C(=O)N2CCCC(CNC(=O)c3ccccc3Cl)C2)cc1 (configuration not stated)
  -2.6	3.4%	0.0%	0.2	-17.3%	-3.7	2.3%	-0.8%	2.9%
7) COc1ccccc1NCC(=O)N/N=C(\C)c1cccs1
  5.9	3.5%	-2.6%	1.3	0.1%	1.7	2.7%	-7.1%	?
8) CC1Oc2ccccc2N(CC(=O)NCC2CCCO2)C1=O (configuration not stated)
  0.1	3.2%	14.0%	-0.9	-3.6%	-11.4	-0.6%	0.2%	22.6%
9) CCC(OC(=O)c1nsc(Cl)c1Cl)C(=O)NC(C)(C)C (configuration not stated)
  8.8	-1.0%	-6.4%	-0.1	0.1%	-13.0	3.3%	0.0%	-8.2%
10) C=CCNC(=S)NNC(=O)c1ccco1
  /	-3.3%	36.2%[activator]	/	5.7%	-0.7	5.8%	-1.3%	1.2%
11) CN(CC(=O)Nc1ccccc1Cl)C(=O)COC(=O)c1ccc([N+](=O)[O-])cc1Cl
  -3.4	1.2%	-26.0%	-0.7	-6.7%	-0.2	3.4%	-0.6%	-9.1%
12) CC1CCCN(C(=O)CNS(=O)(=O)c2cccs2)C1 (configuration not stated)
  -12.5	7.4%	?	-2.5	20.1%	-7.3	0.8%	0.4%	5.1%
13) Cc1ccc(C)c(N(CC(=O)NCCSCc2ccco2)S(C)(=O)=O)c1
  -1.7	-0.7%	177.6%[activator]	0.6	1.8%	-4.4	-1.1%	1.5%	-16.9%
14) CC(C)=N/N=C1/NC(=O)C(c2ccccc2)S1 (configuration not stated)
  /	-3.5%	-4.5%	/	/	-10.8	-11.6%	-1.8%	-41.3%
15) CC(Sc1nnc(COc2ccc(Cl)cc2)n1Cc1ccco1)C(=O)N1CCNC1=O (configuration not stated)
  19.8	-4.2%	?	0.0	14.5%	1.3	6.0%	-1.2%	-17.4%
16) Cc1ccc(NC(=S)N(CCCN2CCC(C)CC2)Cc2ccco2)cc1C
  27.2	-3.7%	-4.1%	0.6	3.1%	-2.3	-7.4%	0.3%	17.6%
17) CC(C)(C)C(=O)Nc1nnc(CCc2ccccc2)s1
  -7.2	1.7%	4.2%	0.5	11.7%	0.6	-11.8%	-4.5%	-53.1%
18) CCc1cccc(NC(=S)N(CCN(C)C)C2CCN(C(C)C)CC2)c1
  -3.7	1.7%	-13.0%	1.3	-6.9%	-3.2	-5.3%	1.9%	-8.9%
19) CC(CCc1ccccc1)NC(=O)C(=O)Nc1ccccc1 (configuration not stated)
  72.3*	-0.9%	-4.3%	-0.2	0.0%	-7.9	6.2%	-4.0%	-5.6%
20) COc1nc(N/N=C/c2ccc(C)cc2)nc(N2CCCCC2)n1
  28.6	-3.4%	-14.4%	-1.7	-13.0%	1.6	4.9%	-2.3%	-13.0%
21) COc1ccc(C(=O)NCCc2cnc[nH]2)cc1OC
  34.9*	0.0%	-2.7%	-0.6	7.5%	-3.9	-2.9%	0.2%	9.2%
22) Cn1cc(C2=C(c3ccc(Cl)cc3Cl)C(=O)NC2=O)c2ccccc21
  -0.9	0.4%&-4.9%&0.4%&-3.7%	-8.1%&0.0%	25.1	38.8%[activator]	-1.6&-9.0	?	?	10.3%[56.9 µM]
23) Cc1oc2nc(SCCCC(=O)NCCCO)nc(N)c2c1C
  -0.8	-4.0%	3.1%	0.0	?	7.6	-1.0%	-1.2%	-33.1%
24) Cc1noc(NS(=O)(=O)c2ccc(NC(=O)CSc3nc4ccccc4[nH]3)cc2)c1C
  -6.8	-3.7%	?	0.3	/	-15.3	-6.5%	-0.5%	13.6%
25) O=C(CCN1CCc2ccccc21)c1ccc2c(c1)OCCO2
  -1.0	-1.3%	93.7%[activator]	0.4	1.2%	3.8	-0.1%	5.0%	?
26) CC1(NC(=O)CSc2nnc(-c3c[nH]c4ccccc34)n2C2CC2)CCS(=O)(=O)C1 (configuration not stated)
  27.4	-3.1%	-14.1%	-0.2	-0.6%	-0.2	-15.1%	-2.0%	-15.3%
27) Cc1cc([N+](=O)[O-])ccc1NC(=O)c1ccc(NC(=O)C(C)C)cc1
  -24.1	-2.3%	-20.5%	0.3	-2.9%	-6.8	14.7%	4.8%	-15.9%
28) O=C(O)c1cccc(S(=O)(=O)Nc2ccc(O)c(Sc3nc4ccccc4s3)c2)c1
  -21.9	-4.2%	?	0.8	4.9%	1.5	9.1%	1.2%	-38.8%
29) Cc1cccc(NC(=S)NC(=O)c2ccco2)c1C
  3.2	0.5%	345.6%[activator]	-1.7	0.5%	-1.4	-9.1%	-3.9%	-21.0%
30) CC1CCc2c(sc(NC(=O)c3ccc(N4C(=O)CCC4=O)cc3)c2C(N)=O)C1 (configuration not stated)
  13.2	-1.4%	?	-0.3	-5.1%	-0.3	6.7%	-0.1%	-1.9%
31) O=C(CCCCCCN1C(=O)c2ccccc2C1=O)Nc1nccs1
  -30.2	-5.4%	?	0.1	7.6%	-9.6	/	3.5%	?
32) COC(=O)C1=C(C)N(CCCC(=O)O)C(=O)NC1c1cccs1 (configuration not stated)
  27.8	-1.9%	-7.7%	0.4	-4.6%	-4.6	-3.3%	-3.9%	3.8%
33) O=C(c1ccncc1)N(c1ccc2oc3c(c2c1)CCCC3)S(=O)(=O)c1ccc(F)cc1
  0.6	8.8%	-7.4%	-0.2	4.1%	2.4	4.6%	-2.3%	?
34) O=C(NC1=NCCS1)c1ccc(OCC2CCCO2)cc1 (configuration not stated)
  5.6	-13.2%	15.8%[57.4 µM]	0.5	1.9%	-1.6	-9.8%	-0.4%	21.9%
35) CCN(c1ccc(NC(=O)c2cccc(S(=O)(=O)N3CCN(C)CC3)c2)cc1)C(C)C
  9.5	-1.9%	-18.1%	1.0	3.8%	7.9	1.7%	2.9%	-22.7%
36) O=c1[nH]c(CN2CCN(c3ccc([N+](=O)[O-])cc3)CC2)nc2ccsc12
  -4.3	0.1%	14.8%	0.2	-4.9%	-5.8	1.1%	0.4%	27.0%
37) O=C(O)c1cc(-c2ccccc2Cl)n(-c2ccc(F)cc2)n1
  7.2	20.6%	0.0%	0.0	10.8%	-0.2	-10.0%	0.8%	?
38) FC(F)(F)c1ccc(-c2cccc3c2C2CC3CCN2Cc2ccccc2)cc1 (configuration not stated)
  /	-4.1%	-3.7%	/	-3.6%	-2.3	4.3%	0.2%	13.8%
39) O=C(OCC(=O)N1CCCC1=O)c1ccc(Cl)cc1[N+](=O)[O-]
  14.0	-4.2%	-17.4%	0.7	3.5%	2.4	-9.2%	-4.9%	2.7%
40) Cc1ccc(C)n1-c1nnc(N2CCCC(C(=O)NCc3cccc(F)c3)C2)s1 (configuration not stated)
  /	-2.6%	-11.7%	0.3	0.6%	-18.4	6.5%	3.2%	-9.0%
41) CCOc1ccc(-n2c(SCc3ccc(C(=O)OC)o3)nc3c([nH]c4ccccc43)c2=O)cc1
  /	-5.2%	-10.3%	1.6	0.9%	-2.3	6.4%	-1.5%	-30.9%
42) COc1cc(CNC(=O)c2cnc3c(-c4cccc(C)c4)c(C)nn3c2C)cc(OC)c1OC
  /	-0.6%	?	1.0	-2.1%	-0.9	0.9%	1.5%	9.4%
43) COC(=O)c1c[nH]n2c(=O)c(C(C)C)c(C)nc12
  3.1	-2.0%	-5.4%	-0.4	-7.0%	0.7	-0.7%	1.2%	-20.8%
44) Cc1cccc(N2CC(O)=C(c3nc4ccccc4n3C)C2=N)c1
  -9.4	-1.3%	7.1%	0.0	-2.8%	-2.5	-5.2%	0.7%	12.7%
45) CC(NC(=O)CCn1nc(-c2ccc(Cl)cc2)ccc1=O)c1ccccc1 (configuration not stated)
  0.7	-3.0%	-1.7%	-0.2	-10.6%	0.9	-19.6%	-9.6%	20.1%
46) CCn1cc(C(=O)NCCCOC(C)C)c(=O)c2cc(S(=O)(=O)N3CCCC3)ccc21
  1.8	0.4%	-13.9%	-0.8	9.2%	0.5	5.3%	-1.3%	33.1%
47) C[C@@H]1CC=C[C@@H]2[C@H]1C(=O)N(Cc1ccccc1)[C@H]2c1ccccc1Br
  /	-3.0%&-4.3%	-8.5%	/	-8.8%	0.6	-1.3%	-1.6%	31.1%

Source: PubChem BioAssay (National Center for Advancing Translational Sciences (NCATS))
